eLon inh: inhibits E. coli Lon protease | P0A9M0 | purified E. coli Lon protease, fluorescence polarization | inhibition, % at 7.94 µM | actives 0.42% (n = 360,000) | AID 602123; in the data active = inhibition above about 13%, passing the limit was not always enough;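 note: 0% = enzyme with probe and DMSO and 100% = no enzyme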
NRP1-CendR mod: NRP-1/CendR interaction modulation; O14786; FAM-RPARPAR peptide binding to NRP-1, fluorescence polarization; inhibition, % at 25 µM; actives 0.85% (n = 360,000); AID 602438;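 active = inhibition or corrected inhibition above about 18%, plus a signal ratio from 0.5 to 1.5, limit read from the data, passing the limit was not always enough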; note: strong numbers were not always called active
Rin1-Abl PPI inh: human Rin1-Abl interaction inhibition; P00519+Q13671; TR-FRET Rin1/Abl binding, biochemical; inhibition, % at 7.35 µM; actives 0.4% (n = 360,000); AID 588664; in the data active = inhibition above about 5%, passing the limit was not always enough
Target sequence (P00519 whole entry, looked up): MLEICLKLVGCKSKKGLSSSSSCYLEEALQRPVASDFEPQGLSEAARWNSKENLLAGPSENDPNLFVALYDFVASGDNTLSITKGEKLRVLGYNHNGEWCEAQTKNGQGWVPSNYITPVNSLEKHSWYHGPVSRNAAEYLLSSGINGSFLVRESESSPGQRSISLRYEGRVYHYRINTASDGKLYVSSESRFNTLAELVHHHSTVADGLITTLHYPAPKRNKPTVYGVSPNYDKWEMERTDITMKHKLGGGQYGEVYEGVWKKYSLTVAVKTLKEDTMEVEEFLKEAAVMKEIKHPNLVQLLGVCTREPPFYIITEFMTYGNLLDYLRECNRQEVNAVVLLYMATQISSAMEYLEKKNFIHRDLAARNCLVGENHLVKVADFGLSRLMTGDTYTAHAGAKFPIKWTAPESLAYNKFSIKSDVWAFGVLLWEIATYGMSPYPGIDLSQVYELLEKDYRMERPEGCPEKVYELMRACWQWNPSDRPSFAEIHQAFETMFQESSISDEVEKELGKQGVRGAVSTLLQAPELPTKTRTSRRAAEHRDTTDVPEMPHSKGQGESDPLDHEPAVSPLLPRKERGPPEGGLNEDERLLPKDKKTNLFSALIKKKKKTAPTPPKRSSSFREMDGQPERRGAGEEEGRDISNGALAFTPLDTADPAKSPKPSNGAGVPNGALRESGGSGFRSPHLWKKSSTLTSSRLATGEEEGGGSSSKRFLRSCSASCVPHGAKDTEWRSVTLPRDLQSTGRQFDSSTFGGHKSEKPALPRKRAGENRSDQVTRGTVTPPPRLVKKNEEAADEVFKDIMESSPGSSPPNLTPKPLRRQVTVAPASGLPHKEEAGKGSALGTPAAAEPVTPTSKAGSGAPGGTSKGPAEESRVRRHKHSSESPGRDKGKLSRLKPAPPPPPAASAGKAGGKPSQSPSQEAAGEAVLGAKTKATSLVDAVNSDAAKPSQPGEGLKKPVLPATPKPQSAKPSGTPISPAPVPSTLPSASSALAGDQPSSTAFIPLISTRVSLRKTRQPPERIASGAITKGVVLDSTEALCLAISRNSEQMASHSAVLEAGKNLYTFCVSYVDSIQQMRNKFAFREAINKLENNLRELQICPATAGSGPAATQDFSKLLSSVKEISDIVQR
Target sequence (Q13671 whole entry, looked up): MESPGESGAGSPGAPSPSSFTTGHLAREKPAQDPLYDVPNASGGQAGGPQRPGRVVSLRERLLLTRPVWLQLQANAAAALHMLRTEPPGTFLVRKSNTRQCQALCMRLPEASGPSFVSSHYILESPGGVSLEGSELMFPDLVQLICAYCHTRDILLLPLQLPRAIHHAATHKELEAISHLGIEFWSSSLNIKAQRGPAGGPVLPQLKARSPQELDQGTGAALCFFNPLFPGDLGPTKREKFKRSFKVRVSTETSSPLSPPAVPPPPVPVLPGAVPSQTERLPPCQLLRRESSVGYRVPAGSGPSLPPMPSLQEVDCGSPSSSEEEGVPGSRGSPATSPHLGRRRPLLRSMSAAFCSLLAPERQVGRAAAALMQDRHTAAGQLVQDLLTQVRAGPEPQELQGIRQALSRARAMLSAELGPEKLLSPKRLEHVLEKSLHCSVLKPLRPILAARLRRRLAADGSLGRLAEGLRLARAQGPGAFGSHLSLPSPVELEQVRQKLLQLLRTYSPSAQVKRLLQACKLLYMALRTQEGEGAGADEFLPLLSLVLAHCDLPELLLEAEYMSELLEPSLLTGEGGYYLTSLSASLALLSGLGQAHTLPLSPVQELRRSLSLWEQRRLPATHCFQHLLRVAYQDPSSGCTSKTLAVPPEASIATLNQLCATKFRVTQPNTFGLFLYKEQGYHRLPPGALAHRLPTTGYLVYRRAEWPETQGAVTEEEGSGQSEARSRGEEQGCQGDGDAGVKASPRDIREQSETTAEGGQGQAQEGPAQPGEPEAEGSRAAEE
MT1-MMP act inh: MT1-MMP (human) activation inhibition; P50281; HT1080 RFP-PRO-GFP cells, GFP/RFP ratio fluorescence, overnight; percent of plate control window, DMSO zero; GFP/RFP ratio change, % at 20 µM; actives 0.061% (n = 360,000); AID 651647;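 active = GFP/RFP ratio change of at least 30% with cell ATP level not reduced by more than half and red fluorescence within 50% of control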; note: strong numbers were not always called active
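Test system: HT1080 RFP-PRO-GFP cells; Benchmarks: DMSO and RFP-L50D-GFP cell wells; Timing: cells overnight before dosing, compound overnight, 37 °C, 5% CO2; Compound: one 20 µM compound dose with 1% DMSO; Read-out: GFP/RFP fluorescence ratio.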
SKN-1 block: inhibitors of C. elegans SKN-1. C. elegans VP596 Pgst-4::GFP/RFP ratio, acrylamide-induced, 24 h. inhibition, % at 21.8 µM. actives 0.49% (n = 360,000);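 active = interference check ratio from 0.5 to 1.5 plus GFP to RFP signal ratio inhibition reaching or exceeding a fixed threshold, cut at about 30% in these data, passing the limit was not always enough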; note: some compounds called inactive have numbers as strong as hits
FAS-TE inh: blocks the thioesterase domain of human fatty acid synthase; AID 602261; inhibition, % at 15 µM; recombinant FAS-TE, OMFH fluorogenic substrate, fluorescence endpoint; P49327; actives 0.67% (n = 360,000);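 active = compounds whose normalised, plate-corrected inhibition of enzyme fluorescence in the single-dose primary screen is 50% or more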;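 note: 0% = DMSO with enzyme and 100% = substrate without enzyme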
Neddylation inh: blocks human cullin neddylation | P61081+Q13564 | TR-FRET cullin neddylation, biochemical | calls only at 25 µM | actives 0.58% (n = 360,000) | AID 651699; in the data active = inhibition above about 36%
bovine MsrA act: activates bovine MsrA enzyme; purified bovine MsrA, absorbance read-out; activation, % at 10.6 µM; actives 0.3% (n = 360,000); AID 602163; in the data active = activation above about 7.5%;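 note: 0% = vehicle and 100% = reference activator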
MLLE-PAM2 inh: inhibitors of microRNA-mediated deadenylation, human PABP1 MLLE binding; P11940; GST-MLLE / FITC-PAM2 fluorescence polarization; inhibition, % at 20 µM; actives 0.36% (n = 360,000); AID 588489; in the data active = inhibition above about 35%, passing the limit was not always enough;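 note: plate controls were DMSO wells with GST-MLLE for no effect and wells lacking GST-MLLE protein for full effect; some results filed as inactive read as strong as hits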
The depositor's hits bear a star; i = inactive; x = no result given.

SMILES	eLon inh	NRP1-CendR mod	Rin1-Abl PPI inh	MT1-MMP act inh	SKN-1 block	FAS-TE inh	Neddylation inh	bovine MsrA act	MLLE-PAM2 inh
CCCOc1ccc(-c2nc(N)n[nH]2)cc1	-18	-5	3	5	-9	-8	i	-4	-9
C[C@H](CO)N1C[C@H](C)[C@@H](CN(C)Cc2ccccc2)Oc2c(NC(=O)c3ccncc3)cccc2C1=O	-10	-6	1	0	-13	-4	i	-5	13
CC(=O)Nc1c2c(nn1-c1ccccc1C)CS(=O)C2 (configuration not stated)	-4	9	-2	-1	1	-5	i	-3	-41
CCOC(=O)C1=C(C)NC(=O)NC1c1ccc(OCC(=O)OC)c(OC)c1 (configuration not stated)	2	5	-4	x	11	-2	i	2	8
CC(=O)Nc1ccc(/C=C(\C#N)C(=O)NC2CCCCC2C)cc1 (configuration not stated)	-3	16	-1	-6	1	-7	i	-5	9
CCCc1cc(=O)[nH]c(SCC(=O)NCCCC(=O)OCC)n1	-1	-11	0	0	-13	-18	i	-12	2
COc1ccc(-c2nnc(N(C)C(=O)c3ccco3)s2)cc1OC	-1	4	-1	-1	3	-2	i	-10	-3
Cc1cc(NC(=O)CSc2nnc(-c3cccnc3)n2C2CCCCC2C)no1 (configuration not stated)	7	-13	-3	3	4	-3	i	0	-9
O=C(Nc1cccc(-c2cccc(F)c2)c1)C1CCN(C2CCOCC2)CC1	-6	-3	4	1	-11	-11	i	-3	-16
CSCc1cc(N(C)c2ccccc2)nc(-c2ccccn2)n1	-1	-1	1	-1	29	-8	i	0	0
Cc1cccc(N2CC(C(=O)Nc3nnc(SCc4ccccn4)s3)CC2=O)c1 (configuration not stated)	-6	-9	1	-5	13	-1	i	-3	-53
O=C(CCC(=O)N1CCOc2ccccc21)NCCN1CCOCC1	-2	-2	1	0	0	-3	i	-2	-9
Cc1ccn(CC(=O)N2CCCC(N3CCN(c4cccc(C(F)(F)F)c4)CC3)C2)n1 (configuration not stated)	-2	-2	-1	4	19	-8	i	-1	3
CCSc1nnc(NC(=O)CN2C(=O)NC3(CCCC3)C2=O)s1	-8	12	0	0	-7	-6	i	-1	32
COc1cc(C2c3cc4c(cc3OC(NCc3ccccc3)C2C)OCO4)cc(OC)c1OC (configuration not stated)	3	-1	-2	23	3	18	i	-2	12

Looked up one by one from the entries so far:
SMILES	eLon inh	NRP1-CendR mod	Rin1-Abl PPI inh	MT1-MMP act inh	SKN-1 block	FAS-TE inh	Neddylation inh	bovine MsrA act	MLLE-PAM2 inh
CCCOc1ccc(-c2nc(N)n[nH]2)cc1	-18	-5	3	5	-9	-8	i	-4	-9
C[C@H](CO)N1C[C@H](C)[C@@H](CN(C)Cc2ccccc2)Oc2c(NC(=O)c3ccncc3)cccc2C1=O	-10	-6	1	0	-13	-4	i	-5	13

Shown with two lines to a compound: 3 of the compounds above.
Below each SMILES: eLon inh	NRP1-CendR mod	Rin1-Abl PPI inh	MT1-MMP act inh	SKN-1 block	FAS-TE inh	Neddylation inh	bovine MsrA act	MLLE-PAM2 inh
> Cc1cccc(N2CC(C(=O)Nc3nnc(SCc4ccccn4)s3)CC2=O)c1 (configuration not stated)
  -6	-9	1	-5	13	-1	i	-3	-53
> O=C(Nc1cccc(-c2cccc(F)c2)c1)C1CCN(C2CCOCC2)CC1
  -6	-3	4	1	-11	-11	i	-3	-16
> CCCc1cc(=O)[nH]c(SCC(=O)NCCCC(=O)OCC)n1
  -1	-11	0	0	-13	-18	i	-12	2

(further entries)
SMILES	eLon inh	NRP1-CendR mod	Rin1-Abl PPI inh	MT1-MMP act inh	SKN-1 block	FAS-TE inh	Neddylation inh	bovine MsrA act	MLLE-PAM2 inh
C[C@H]1CN([C@@H](C)CO)C(=O)CCCn2cc(nn2)CO[C@@H]1CN(C)C(=O)Nc1ccccc1	-6	4	-2	2	1	-9	i	-5	10
COc1ccc(C(=O)N/C(=C/c2cccnc2)C(=O)Nc2cccc(C(C)=O)c2)cc1OC	9	1	2	2	-6	-2	i	-2	9
CC[C@@]12C(=O)N(c3cccc(F)c3)C(=O)N1[C@H](c1ccc(F)cc1)[C@@H]1C(=O)N(C3CCCCC3)C(=O)[C@@H]12	25	19	2	0	8	31	i	1	7
COc1ccc(/C=C(\NC(=O)c2ccc([N+](=O)[O-])cc2)C(=O)NCCCN2CCOCC2)cc1	-1	-1	0	-1	9	76*	i	-3	-9
O=C(NCC1COCCO1)c1ccc(OC2CCN(CCc3ccccc3)CC2)cc1 (configuration not stated)	1	12	-1	-3	-11	-6	i	-3	-14
O=C(CN1CCCCC1)Nc1ccc(S(=O)(=O)c2ccc(NC(=O)CN3CCCCC3)cc2)cc1	7	6	-3	9	0	2	i	2	13
CSc1cccc(NS(=O)(=O)c2ccc3c(c2)NC(=O)C(C)C(=O)N3)c1 (configuration not stated)	-12	2	-1	0	-4	-4	i	0	-12
CCCCc1nc(NCCNC(=O)c2ccccc2)c(C#N)c2c1CSC(C)(C)C2	12*	6	1	-15	34	6	i	0	14
N#CC(C(=O)NC1CCCCC1)=C1CCCCCC1	3	-26	0	4	8	-12	i	-4	-8
O=c1cc(O)nc(-c2ccc(Cl)cc2)s1	-3	-29	2	5	-3	-4	i	-2	7
Nc1nc(Cl)cc(Sc2ccc(F)cc2)n1	1	4	-2	-3	-2	-2	i	-8	2
O=C(c1cccc(S(=O)(=O)NCc2ccccc2)c1)N1CCN(c2ccccc2Cl)CC1	-18	17	3	-1	-1	25	i	-4	7
COc1cccc2cc(C(=O)C3=C(O)C(=O)N(CCN4CCOCC4)C3c3cccs3)oc12 (configuration not stated)	-5	-18	1	0	1	-8	i	-3	25
Cc1c(Cl)ccc(S(=O)(=O)NCCN2CCOCC2)c1Cl	-1	-4	-1	6	-2	1	i	-2	-5
COc1cccc(C(C(=O)Nc2ccc(F)cc2)N(C(=O)Cn2nnc3ccccc32)C2CC2)c1 (configuration not stated)	-13	-14	0	-1	7	7	i	-2	-12
CN1[C@@H]2CCC[C@H]1CC(NC(=O)c1nn(C)c3ccccc13)C2 (some centres not stated)	-2	0	-1	5	11	-1	i	-7	-5
CCOC(=O)C1CCN(C(=O)CNS(=O)(=O)c2cccs2)CC1	-3	-12	1	7	-38	-4	i	-2	-8
Cc1ccc(NS(=O)(=O)c2cc(C(=O)N3CCN(C)CC3)ccc2C)cc1	-3	5	1	-5	-2	-7	i	1	-7
CSc1ccc(CN2CCC(C(=O)NCc3ccc(C)cc3)CC2)cc1	1	7	6	4	-7	-1	i	-2	1
Cc1c(C)c2cc3c(C)coc3cc2oc1=O	6	2	-1	-1	9	-3	i	-9	-19
Clc1cc2c(c(Cn3cnc4ccccc43)c1)OCOC2	-1	-2	-2	-3	-8	1	i	-4	4
Cc1cc(C)n(CC(=O)N/N=C/c2ccc3c(c2)OCO3)n1	1	5	-4	-2	16	-10	i	-1	6
COc1ccc(CN2CCCCC2C(=O)Nc2ccc(OC)c(OCC(C)C)c2)cc1OC (configuration not stated)	4	2	0	0	11	-3	i	1	10
CC1(CCC#N)N=C(SCCC#N)N(c2ccccc2)C1=O (configuration not stated)	-2	1	0	-3	11	-7	i	-5	1
S=c1[nH]c2cc3c(cc2[nH]1)OCCO3	14	-1	0	-1	-12	-6	i	-6	-32
COC(=O)C1C(c2ccc(OC)cc2)NC(=O)NC1(O)C(F)(F)Cl (configuration not stated)	9	4	1	-2	-2	-3	i	-1	8
CCOc1ccc(CCNC(=O)CCc2nnc3ccc(N4CCCCC4)nn23)cc1OCC	-5	7	-2	1	10	-2	i	0	13
CCOC(=O)c1c(C)n(C)c2cc([N+](=O)[O-])c(O)c([N+](=O)[O-])c12	-3	1	-2	13	2	0	i	-2	1
O=C1CN(C(=O)CNC(=O)c2ccc(Cl)cc2Cl)CCN1	8	6	4	1	11	-9	i	-1	10
CCC1(C)COC(c2ccc(OC)c(OC)c2)OC1 (configuration not stated)	-6	11	1	-1	5	-10	i	1	8
Cc1ccc(Sc2nc3c(c(=O)[nH]c(=O)n3C)n2CCc2ccccc2)cc1	-4	-10	1	1	-1	-3	i	-5	-10
NS(=O)(=O)c1ccc(Nc2ccc3cc(S(=O)(=O)N4CCCCC4)ccc3n2)cc1	-4	7	0	3	10	42	x	-2	-3
O=C(NCc1ccccc1)c1cccc(NC(=O)c2ccco2)c1	-5	-8	-1	4	-11	-5	i	-2	-1
O=C(NCC(=O)N(Cc1cccs1)C(C(=O)NC1CCCC1)c1ccncc1)c1ccco1 (configuration not stated)	-2	-3	-1	3	17	-6	i	-4	23
CCCCOC(=O)C(C)c1c(C)[nH]c(=S)[nH]c1=O (configuration not stated)	0	-2	0	-1	-2	-10	i	0	15
Cc1cc(C)cc(C(=O)NC(CC(N)=O)c2ccc(NCC3CC3)c([N+](=O)[O-])c2)c1 (configuration not stated)	-4	-8	-2	4	3	-5	i	-1	-20
COc1ccc(N2CCN(c3oc(-c4ccccc4OC)nc3C#N)CC2)cc1	2	-9	2	13	1	30	i	0	4
CCCNC(=O)c1ccc(N2CCC3(CC2)CC(c2cccc(Br)c2)=NO3)c(NC(=O)c2ccc(Br)cc2)c1	5	15	2	1	-7	3	i	-4	-5
Cc1ccc(-c2noc(CC(=O)c3ccc([N+](=O)[O-])cc3)n2)cc1	0	-6	3	0	0	2	i	-8	1
O=C(Nc1ncccc1O)c1cccc(S(=O)(=O)NCc2ccccc2)c1	1	0	-3	0	12	-7	i	-3	-22
C[C@H]1CN([C@@H](C)CO)C(=O)c2cc(Br)cnc2O[C@H]1CN(C)C(=O)C1CC1	3	-3	3	0	7	-7	i	-2	11
CCOc1ccc(C(=O)NC2CC(C)(C)NC(C)(C)C2)cc1	21	1	-1	-1	-9	-3	i	-3	2
CCOc1ccccc1C(=O)N(Cc1sccc1C)C1CCS(=O)(=O)C1 (configuration not stated)	-10	4	4	-1	8	-3	i	-2	-2
COCCCNC(=O)c1cccc2c(-c3ccc(OC)cc3C)coc12	-9	8	2	-4	18	9	i	0	0
CCOc1ccccc1C(=O)N1CCC(n2nnc3cc(C)ccc32)CC1	-16	-1	0	-4	4	-3	i	-4	-11
CCOCCCNC(=O)C(C)NS(=O)(=O)c1ccc(C)cc1 (configuration not stated)	12	3	-4	-3	5	-8	i	-2	-7
COCCn1c(-c2cccc([N+](=O)[O-])c2)nc2c1c(=O)[nH]c(=O)n2Cc1ccccc1	-1	-4	1	-1	6	19	i	3	-9
CC(/C=C1\SC(=Nc2cccnc2)NC1=O)=C\c1ccccc1	-3	-41	-3	-9	-7	7	i	-8	-55
Cc1ccc(C(=O)c2ccccc2C(=O)OCC(=O)NC(C)(C)C)cc1	0	3	0	-2	-2	2	i	-4	4
Cc1ccc(OCC(=O)N2N=C(c3cccnc3)CC2(O)C(F)(F)F)cc1C (configuration not stated)	-4	4	3	-2	15	-4	i	-6	2
CCCNC(=O)C1(C)CCN(Cc2csc3ccccc23)C1 (configuration not stated)	-5	5	0	1	18	-4	i	0	0
O=C1C2C3C=CC(C2C(=O)N1c1ccccc1O)C1C2C(=O)N(c4ccccc4O)C(=O)C2C31 (configuration not stated)	-12	-4	-1	1	-16	-10	i	-3	1
COc1cccc(-c2csc(N3CCN(C(=O)Nc4ccccc4Cl)CC3)n2)c1	-2	-3	0	1	-3	14	i	-4	28
O=C(CSCc1ccccc1)Nc1nccs1	-2	13	-1	3	-6	-4	i	2	15
COc1ccc([N+](=O)[O-])cc1NC(=O)C(C)N1CCN(C(=O)c2ccco2)CC1 (configuration not stated)	-3	-4	5	5	-5	4	i	-2	-4
O=C(CCNC(=O)c1ccc([N+](=O)[O-])cc1)Nc1cc(C(F)(F)F)ccc1N1CCOCC1	-16	11	0	-2	0	25	i	-3	5
Cc1ccc(NC(=O)N2CCc3ccccc3C2)cc1	-3	0	1	2	5	0	i	-4	5
